Compound activity: PubChem, several laboratories
GAA850 FXN act – FXN promoter activators, primary screen, cell-based, luciferase luminescence, HEK293 lucGAA850 | HEK293 lucGAA850 FXN promoter luciferase reporter, 24 h; percent of 10 µM SAHA response | activation, % at 6 µM | actives 0.56% (n = 360,000);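 active = activation above the average of all compounds screened plus 3 SD, cutoff fixed separately per campaign, cut at about 7.5% in these data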;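 note: 0% = DMSO wells and 100% = 10 µM SAHA wells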
DAX1 inh-1 – DAX1 (NR0B1) inhibitors, primary screen, cell-based, HEK293, Gal4-DAX1, luciferase luminescence | Nuclear receptor subfamily 0 group B member 1 (Homo sapiens), P51843 | HEK293 Gal4-DAX1 luciferase reporter | inhibition, % at 6.75 µM | actives 0.99% (n = 340,000) | AID 504766, 2011;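 active = inhibition above the mean over all tested compounds plus 3 SD, cut at about 4.2% in these data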;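 note: 0% = DAX1-transfected cells with DMSO and 100% = empty-vector control cells with DMSO; inhibition shows as a rise in luminescence from relieved DAX1 repression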
Target sequence (P51843 207-470 limits assumed): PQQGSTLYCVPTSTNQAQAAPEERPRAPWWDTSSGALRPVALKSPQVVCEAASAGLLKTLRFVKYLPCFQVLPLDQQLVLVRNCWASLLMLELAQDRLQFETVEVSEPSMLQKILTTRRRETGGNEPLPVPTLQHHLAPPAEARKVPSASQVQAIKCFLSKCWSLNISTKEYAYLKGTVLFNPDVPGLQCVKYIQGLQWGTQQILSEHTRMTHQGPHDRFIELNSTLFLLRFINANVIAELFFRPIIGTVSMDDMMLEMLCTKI
DAX1 inh-2 – DAX1 (NR0B1) inhibitors on StAR promoter, primary screen, cell-based, luminescence, SF-1 (NR5A1), full-length DAX-1; HEK293T StAR-luciferase reporter, SF-1/DAX-1 repression relief; inhibition, % at 6.8 µM; actives 1.1% (n = 370,000); AID 652010, 2013;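 active = inhibition above the mean over all tested compounds plus 3 SD, cut at about 3.6% in these data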;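 note: 0% = DAX-1 cells with DMSO and 100% = cells lacking DAX-1 with DMSO; higher inhibition means more luminescence from relief of DAX-1 repression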
ADAM10 inh – human ADAM10 inhibitors, primary screen, biochemical, QFRET, HTS; recombinant ADAM10, EDANS/DABCYL FRET peptide cleavage, 3 h; inhibition, % at 7 µM; actives 0.62% (n = 370,000);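 active = inhibition above a per-campaign cutoff equal to the mean of compounds falling between control-based bounds plus 3 SD, cut at about 20% in these data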;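 note: 0% = DMSO wells while the 100% control is not disclosed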
NPR1 activator – GC-A stimulated cGMP production enhancers – HEK293 GC-A cells, cGMP TR-FRET, EC30 ANP, primary screen | Atrial natriuretic peptide receptor 1 (Homo sapiens), P16066 | actives 0.14% (n = 370,000) | 0% at EC30 ANP, 100% saturating ANP | AID 1671463, 2021 | activation, % at 10 µM; in the data active = activation above about 40%
ssDAF-12 act – S. stercoralis DAF-12 nuclear receptor activators, primary screen, cell-based, luminescence, HEK293, GRIP1 co-expression, lit1-tk-luc. HEK293 ssDAF-12/GRIP1 lit1-tk-luc reporter; % of 3 µM dafachronic acid response. actives 1% (n = 370,000). activation, % at 6.8 µM;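 active = activation above the mean over all tested compounds plus 3 SD, cut at about 0.9% in these data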;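 note: 0% = DMSO-only wells and 100% = 3 µM delta7-dafachronic acid wells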
SMARCA2 act – SMARCA2 (BRM) function activators, primary screen, cell-based, luminescence, high throughput; MG213 cells, MMTV-luciferase reporter, dexamethasone, overnight; actives 1% (n = 370,000); activation, % at 9.1 µM; AID 652017, 2013; in the data active = activation above about 7.8%;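 note: 0% = vehicle wells and 100% = reference activator wells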
hgDAF-12 ag – H. glycines DAF-12 receptor agonists, primary screen, cell-based, luminescence, HEK293, GAL4 fusion, UAS-luciferase. HEK293 GAL4-hgDAF12 UAS-luciferase reporter, agonist luminescence; normalized to butyrate control. activation, % at 6.8 µM. actives 1.8% (n = 370,000). AID 687014, 2013;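 active = activation above a cutoff set at the mean of all screened compounds plus 3 SD, cut at about 10% in these data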;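 note: 0% = DMSO wells and 100% = sodium butyrate wells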
PG9 binder – binders of HIV-1 gp120 antibody PG9, primary screen, biochemical, TR-FRET; HIV-1 gp120 / PG9 antibody interaction; TR-FRET gp120-PG9 antibody binding; inhibition, % at 6.7 µM; actives 0.43% (n = 360,000); AID 624416, 2012; in the data active = inhibition above about 8.5%
ADAM17 inh – ADAM17 inhibitors, primary screen, biochemical, QFRET. recombinant ADAM17, EDANS/DABCYL FRET peptide cleavage. Disintegrin and metalloproteinase domain-containing protein 17 (Homo sapiens), P78536. actives 0.83% (n = 370,000). AID 720648, 2013. inhibition, % at 6.95 µM;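 active = inhibition above the mean of compounds lying between control limits plus 3 SD, set per campaign, cut at about 8.5% in these data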;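 note: 0% = DMSO-only wells as the low control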
Target sequence (P78536 215-824 limits assumed): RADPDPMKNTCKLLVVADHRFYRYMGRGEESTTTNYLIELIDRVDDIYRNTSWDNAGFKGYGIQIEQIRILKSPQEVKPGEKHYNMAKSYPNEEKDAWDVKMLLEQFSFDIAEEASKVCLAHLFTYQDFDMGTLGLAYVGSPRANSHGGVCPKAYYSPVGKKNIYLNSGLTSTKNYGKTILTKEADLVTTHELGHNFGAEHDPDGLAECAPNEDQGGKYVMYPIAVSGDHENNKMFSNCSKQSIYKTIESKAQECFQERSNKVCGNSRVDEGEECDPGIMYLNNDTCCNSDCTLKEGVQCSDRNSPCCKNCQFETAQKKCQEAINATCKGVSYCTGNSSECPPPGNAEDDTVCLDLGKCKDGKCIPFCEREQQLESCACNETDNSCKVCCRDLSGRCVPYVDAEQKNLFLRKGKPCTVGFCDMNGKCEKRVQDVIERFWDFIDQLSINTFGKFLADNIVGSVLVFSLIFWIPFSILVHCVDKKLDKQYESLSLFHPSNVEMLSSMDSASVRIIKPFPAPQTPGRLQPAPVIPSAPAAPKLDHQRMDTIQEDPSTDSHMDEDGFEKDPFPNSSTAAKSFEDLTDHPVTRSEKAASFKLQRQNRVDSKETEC
hcDAF12 agonist – H. contortus DAF-12 nuclear receptor activators, primary screen, cell-based, luminescence, HEK293, lit1-tk-luc reporter; HEK293 hcDAF-12 lit1-tk-luc reporter; 0% DMSO, 100% Δ7-dafachronic acid; activation, % at 6.8 µM; actives 1.4% (n = 370,000); AID 652067, 2013;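 active = activation above the mean of all tested compounds plus 3 SD, cut at about 5.5% in these data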;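 note: 100% = response to 3 µM Δ7-dafachronic acid high control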
* = called active by the depositor; i = inactive; x = no result given.

Molecule,GAA850 FXN act,DAX1 inh-1,DAX1 inh-2,ADAM10 inh,NPR1 activator,ssDAF-12 act,SMARCA2 act,hgDAF-12 ag,PG9 binder,ADAM17 inh,hcDAF12 agonist
CC1(C)Cc2c(C#N)c(SCCC#N)nc(N3CCOCC3)c2CS1,3.1,2.3,-0.2,-4,5,-1.7,1,-0.4,0.0,-2,-2.5
O=C(CSc1nc2scc(-c3ccco3)c2c(=O)n1-c1ccccc1)NCC1CCCO1 (configuration not stated),0.9,-1.0,0.2,-7,10,-1.1,3,-2.0,0.3,-2,-1.3
CCCn1c(NC(=O)C2COc3ccccc3O2)nc2ccccc21 (configuration not stated),3.2,0.0,-0.6,-1,-2,-0.7,-1,1.5,2.2,-20,-1.5
Cc1cc(NC(=O)CS(=O)(=O)c2cn(C)c3ccccc23)no1,0.1,0.3,-0.8,-3,1,-1.7,0,0.1,2.8,-4,0.3
N#Cc1cccc(C(=O)N2CCC(Oc3cccnc3)CC2)c1,x,x,-0.6,0,2,-1.0,2,3.5,x,-3,-1.3
COC(=O)c1ccc(C(=O)OC)c(NC(=S)N2CCOCC2)c1,-0.9,0.2,0.3,i,1,-1.0,-1,0.6,0.2,-297,0.1
CCOC(=O)C1=C(C)N=C2c3ccccc3C(=O)C2C1c1ccc(Br)cc1 (configuration not stated),x,x,-0.1,2,-27,-0.7,-4,0.5,1.0,5,-0.3
COc1ccccc1C(CNC(=O)COc1ccccc1C)N1CCCC1 (configuration not stated),0.7,-0.6,0.5,-10,-3,-1.2,1,-0.2,-0.3,3,-0.6
Cc1cc(Br)cn2c(Cc3cccc(F)c3)c(-c3cccc(Cl)c3)nc12,x,x,-0.8,3,1,-0.8,0,-0.8,4.3,-1,-0.7
OC(CN1CCCCC1)Cn1c2ccccc2c2cc(Br)ccc21 (configuration not stated),-1.8,0.9,-0.2,2,-36,-0.8,0,1.3,0.7,-3,-0.1
CN(C)S(=O)(=O)c1ccc(Cl)c(C(=O)Nc2ccccc2[N+](=O)[O-])c1,-1.0,0.1,-1.0,-1,-2,-1.7,-3,5.3,-0.2,2,0.6
Cc1[nH]c(-c2ccc(F)cc2)cc1C(=O)N1CCN(c2cccc(Cl)c2)CC1,0.2,0.8,-0.7,13,-7,-1.8,-3,-4.4,-0.6,3,-2.0
CN1CCN(CCCNC(=O)CCC(=O)N2CCOc3ccccc32)CC1,-0.7,0.7,-0.2,0,5,0.1,-2,-1.1,-2.0,1,1.2
O=C(NC1CC1)c1cccc(NC(=O)C2CCCC2)c1,0.3,1.1,1.5,3,0,-0.3,0,-0.6,0.5,-2,-0.7
Cc1cccc(N2C(=O)c3ccccc3C2=O)n1,-0.9,-1.4,-0.1,-1,4,-1.4,-2,-0.5,0.9,-8,-2.7
Cc1cc(C(=O)NNC(=O)c2ccc(Cl)cc2)c2ccccc2n1,0.9,0.1,3.5,-11,-1,-0.6,3,0.7,-2.9,1,1.7
CC(C)Cc1oc(C(=O)O)cc1CN1CCOCC1,2.6,0.4,0.4,0,6,-1.9,1,-0.7,1.3,-3,-0.2
Cn1c(CNC(=O)CNS(=O)(=O)c2ccc(Cl)cc2)cc(=O)n(C)c1=O,-1.4,0.1,-0.3,11,0,-1.6,1,-0.5,1.4,-3,0.6
COc1ccc(NC(=O)C2CC(c3ccc(Cl)cc3)=NO2)cc1OC (configuration not stated),-2.0,-0.5,0.5,8,3,-1.1,5,-0.3,-2.7,-1,1.7
CCN(CC)S(=O)(=O)c1ccc(N2CC(C(=O)N3CCOCC3)CC2=O)cc1 (configuration not stated),0.5,-0.1,-2.1,-2,-1,-1.0,-5,0.9,1.5,0,0.7
O=C(OCc1cn(Cc2ccc(Cl)cc2)nn1)N1CCCC1,x,x,-0.8,0,-1,-0.9,-1,-1.7,x,-2,0.0
Cn1cc(C(C[N+](=O)[O-])c2ccccc2)c2ccccc21 (configuration not stated),-0.4,0.5,0.0,10,-12,-1.3,4,-1.3,0.3,6,0.7
O=C(N/C(=C\c1ccccc1Cl)C(=O)N1CCOCC1)c1ccc([N+](=O)[O-])cc1,2.5,0.0,-0.1,-3,1,-0.9,-3,-0.7,-0.7,-1,-1.7
O=C1/C(=C\c2ccc3c(c2)OCO3)CCC/C1=C/c1ccc2c(c1)OCO2,1.1,-0.2,0.0,-7,8,-1.2,0,0.1,-1.8,-6,-1.2
COc1cc(C(=O)NCCOc2cccc3cccnc23)cc(OC)c1OC,-1.4,0.6,-2.5,-18,-3,-2.5,11*,-1.7,-1.0,-3,-3.0
COc1ccc(CCN2CC(C(=O)NCCc3cn[nH]c3)CCC2=O)cc1 (configuration not stated),3.5,-0.3,1.2,-3,3,-0.9,1,4.8,0.4,-3,4.4
Cc1oc(-c2ccccc2Cl)nc1CSCC(=O)NC1CC1,2.2,1.1,0.7,1,6,-1.5,-1,-0.2,1.1,-4,0.2
COC(=O)c1cccc(CSc2nc(-c3ccccc3)c(C#N)c(=O)[nH]2)c1,1.4,0.9,0.5,9,2,-1.5,-3,-2.4,0.1,7,-1.5
O=C(NCc1cccs1)C1CCN(S(=O)(=O)c2ccc([N+](=O)[O-])cc2)CC1,x,x,-0.7,-1,4,-1.8,-4,-3.1,x,-3,-2.4
CC(=O)Nc1cccc(C(=O)Nc2ccccc2N2CCOCC2)c1,-1.5,-0.5,-0.4,-7,2,-1.3,-2,2.9,0.8,0,-1.7
Cc1cc(Nc2ccc(F)cc2F)n2ncnc2n1,0.5,4.9*,-0.1,-9,1,-1.3,0,1.2,-0.7,2,-0.8
CCC(O)(CC)C(=O)NN(C(=O)CCl)c1ccccc1,3.2,-0.9,-1.1,4,0,-1.5,8.7*,-1.4,-3.2,0,-3.0
Cc1ccc(SCC(=O)N(C)C2CCS(=O)(=O)C2)cc1 (configuration not stated),0.7,1.5,0.0,0,3,-1.1,-1,-1.0,-2.6,-6,0.6
CCOC(=O)C1(Cc2ccc(Cl)cc2)CCN(C(=O)c2sc(C)nc2C)CC1,-1.2,-3.3,-2.4,3,0,-2.2,-2,-5.6,-3.2,-3,-4.1
COc1cc(C(=O)N2CCCCC2c2cc(C(=O)N3CCOCC3)no2)cc(OC)c1C (configuration not stated),0.4,x,-0.2,-12,-6,-1.4,-1,2.9,0.2,1,-1.6
CCCc1cc(=O)[nH]c(Nc2ccc3c(c2)OCCO3)n1,-6.5,-0.7,-1.4,5,-7,-1.7,-4,-5.4,-1.6,4,-1.8
NNC(=O)c1ccccc1OCCOc1ccccc1,3.8,2.9,-0.2,-5,6,2.7*,-2,0.3,-1.2,0,3.5
Cc1cc(C)n(-c2nc(NCCCO)c3c4c(sc3n2)CCCC4)n1,6.1,-0.8,-0.3,-24,15,-1.2,2,0.2,0.5,-9,-1.9
O=c1[nH]c(SCc2ccccc2Cl)nc2c1CCC2,0.1,2.0,0.3,0,-1,-1.6,-3,-0.8,-2.5,-1,0.1
Cc1[nH]c(=O)[nH]c(=O)c1/C=C/C(=O)OCC(C)C,4.1,-0.6,-0.7,-1,1,-1.8,-2,1.3,-3.8,-1,1.0
CNc1cncc(-c2ccc(OC)cc2OC)n1,2.8,x,0.7,i,8,-1.3,1,-1.4,-1.1,-206,-2.0
CCCc1nnc(NC(=O)CSc2nnc(-c3ccco3)n2C)s1,-0.1,-1.0,0.6,0,7,-0.9,-4,0.1,-2.0,-3,-1.5
CSc1oc(-c2ccccc2)nc1S(=O)(=O)c1ccc(F)cc1,-2.0,1.0,-0.3,-3,2,-1.6,-5,0.1,0.1,-3,0.8
CCOC(=O)CNC(=O)Cc1ccc(Cl)cc1,2.0,0.6,-0.1,10,0,-0.9,-4,-2.1,-0.3,1,0.1

Part of the list above in order of molar mass, largest number first:
Molecule,GAA850 FXN act,DAX1 inh-1,DAX1 inh-2,ADAM10 inh,NPR1 activator,ssDAF-12 act,SMARCA2 act,hgDAF-12 ag,PG9 binder,ADAM17 inh,hcDAF12 agonist
Cc1cc(C)n(-c2nc(NCCCO)c3c4c(sc3n2)CCCC4)n1,6.1,-0.8,-0.3,-24,15,-1.2,2,0.2,0.5,-9,-1.9
CSc1oc(-c2ccccc2)nc1S(=O)(=O)c1ccc(F)cc1,-2.0,1.0,-0.3,-3,2,-1.6,-5,0.1,0.1,-3,0.8
CCOC(=O)CNC(=O)Cc1ccc(Cl)cc1,2.0,0.6,-0.1,10,0,-0.9,-4,-2.1,-0.3,1,0.1
Cc1[nH]c(=O)[nH]c(=O)c1/C=C/C(=O)OCC(C)C,4.1,-0.6,-0.7,-1,1,-1.8,-2,1.3,-3.8,-1,1.0
